Source: PubChem BioAssay (Broad Institute)
IDH1 mut inh = inhibitors of human IDH1 R132H; O75874; IDH1 R132H reductase, diaphorase/resazurin fluorescence, 60 min; inhibition, % at 10 µM; 70,000 compounds, 0.18% hits; in the data active means inhibition above about 34%; inconclusive means no clear call, values can overlap the other calls; inactive means below about 11%;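 further: 0% = DMSO and 100% = no enzyme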
EZH2 inh = blocks human EZH2/PRC2 H3K27 methylation; inhibition, % at 12.5 µM; Q15910; AID 651548; DELFIA TRF, 1 h; 57,000 compounds, 0.35% hits;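 active means mean inhibition of replicates at least 50% and every single replicate also reaching 50%; inconclusive means mean inhibition at least 50% but some replicate falls below 50%; inactive means mean inhibition under 50%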;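 further: dimethyl H3K27 on biotinylated H3 21-44 peptide detected by antibody; plate controls were median neutral control wells for no effect and median positive control wells for full effect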
Target sequence (Q15910 whole entry, looked up): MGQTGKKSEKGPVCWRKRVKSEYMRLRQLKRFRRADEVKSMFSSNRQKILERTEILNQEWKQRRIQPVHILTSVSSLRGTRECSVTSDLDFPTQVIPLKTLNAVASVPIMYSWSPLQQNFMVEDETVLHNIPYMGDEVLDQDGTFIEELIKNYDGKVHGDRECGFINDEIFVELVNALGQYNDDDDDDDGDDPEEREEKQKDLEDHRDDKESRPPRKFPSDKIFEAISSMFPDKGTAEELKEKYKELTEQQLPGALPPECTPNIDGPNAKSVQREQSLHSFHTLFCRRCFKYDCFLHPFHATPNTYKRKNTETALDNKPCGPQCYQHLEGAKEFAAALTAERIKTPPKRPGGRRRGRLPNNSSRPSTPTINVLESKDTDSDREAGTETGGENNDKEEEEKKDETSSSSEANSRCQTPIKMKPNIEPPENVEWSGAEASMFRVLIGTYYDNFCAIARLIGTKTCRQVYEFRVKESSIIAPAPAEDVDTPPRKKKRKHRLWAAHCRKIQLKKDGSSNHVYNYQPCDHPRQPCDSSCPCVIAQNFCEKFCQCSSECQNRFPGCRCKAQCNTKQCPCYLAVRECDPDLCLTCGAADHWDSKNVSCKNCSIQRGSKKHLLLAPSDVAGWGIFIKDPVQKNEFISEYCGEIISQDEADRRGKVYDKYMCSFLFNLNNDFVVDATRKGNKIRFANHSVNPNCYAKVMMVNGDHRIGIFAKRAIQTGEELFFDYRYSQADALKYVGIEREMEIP
The depositor's hits bear a star; ? = inconclusive; / = not tested or not shown. An excerpt. The share of hits here may be higher or lower than overall.

SMILES | IDH1 mut inh | EZH2 inh
CCCN1C[C@@H](C)[C@@H](OC)CN(C)C(=O)c2cc(NC(=O)c3ccccc3)ccc2OC[C@H]1C | -0.1 | -1.6
O=C(C[C@@H]1CC[C@@H](NC(=O)Cc2cccnc2)[C@@H](CO)O1)NCc1ccc2c(c1)OCO2 | -0.3 | 5.2
C[C@H]1CN([C@@H](C)CO)C(=O)c2cc(NS(=O)(=O)c3cn(C)cn3)ccc2O[C@H]1CN(C)Cc1ccc(C(F)(F)F)cc1 | 2.3 | -2.5
C[C@H]1CN([C@@H](C)CO)C(=O)c2cc(NS(=O)(=O)c3cccs3)ccc2O[C@H]1CN(C)Cc1ccncc1 | 1.1 | /
CC(C)NC(=O)N(C)C[C@H]1Oc2ccc(NC(=O)Cc3ccccc3)cc2CC(=O)N([C@@H](C)CO)C[C@H]1C | 1.8 | /
COc1ccc(-c2ccc3c(c2)O[C@H](CN(C)C(C)=O)[C@H](C)CN([C@@H](C)CO)S3(=O)=O)cc1 | -9.5 | 10.6
C[C@H](CO)N1C[C@H](C)[C@H](CN(C)S(=O)(=O)c2ccc(F)cc2)Oc2ccc(NS(=O)(=O)c3ccc(F)cc3)cc2CC1=O | -2.8 | /
CC(C)NC(=O)Nc1cccc2c1O[C@H](CN(C)S(C)(=O)=O)[C@@H](C)CN([C@H](C)CO)C2=O | 1.2 | 7.6
O=C(C[C@@H]1C=C[C@H](NC(=O)CN2CCOCC2)[C@H](CO)O1)NC1CCCCC1 | 0.4 | 5.9
C[C@H]1CN([C@@H](C)CO)S(=O)(=O)c2ccc(-c3ccncc3)cc2O[C@H]1CN(C)Cc1ccccc1 | 0.6 | -8.7
CO[C@@H]1CN(C)C(=O)c2ccc(NS(C)(=O)=O)cc2OC[C@H](C)N(CC2CC2)C[C@H]1C | 0.0 | -13.7
CC(O)c1nc2ccccc2n1CCCOc1ccc(Cl)cc1 (stereo not drawn) | -0.6 | -7.0
CCC(=O)Nc1ccc2c(c1)OC[C@H](C)N(CC1CCCCC1)C[C@@H](C)[C@H](OC)CN(C)C2=O | / | -10.4
Cc1noc(C)c1S(=O)(=O)Nc1ccc2c(c1)C(=O)N([C@H](C)CO)C[C@H](C)[C@@H](CN(C)Cc1ccc(C(=O)O)cc1)OCCCC[C@H](C)O2 | 1.4 | /
COC(=O)c1ccc(NC(=O)C(C)N(c2ccc(C)c(C)c2)S(C)(=O)=O)cc1 (stereo not drawn) | -0.5 | -8.3
O=C(CN1CCOCC1)N[C@H]1CC[C@H](CCn2cc(C3CC3)nn2)O[C@@H]1CO | -0.1 | 3.8
O=C(CCCN1C(=O)c2ccccc2C1=O)Nc1ccccc1F | -0.5 | 0.7
CO[C@H]1CN(C)C(=O)c2ccc(NS(=O)(=O)c3cccc(F)c3)cc2OC[C@H](C)N(Cc2cc(F)ccc2F)C[C@@H]1C | 0.2 | 19.0
Cc1noc(C)c1NC(=O)Nc1ccc2c(c1)CC(=O)N([C@@H](C)CO)C[C@@H](C)[C@@H](CN(C)CC1CC1)O2 | 0.9 | 2.1
Cc1ccccc1OC(C)C(=O)Nc1ccccc1C(N)=O (stereo not drawn) | 0.3 | 1.1
CC(=O)c1cccc(NC(=O)CN(C2CCCCC2)S(=O)(=O)c2ccccc2)c1 | 0.1 | 8.7
O=C(Nc1ccc(I)cc1C(=O)NCCN1CCOCC1)c1ccco1 | 0.1 | -2.0
COCC#Cc1cnc2c(c1)C(=O)N([C@@H](C)CO)C[C@@H](C)[C@H](CN(C)C(=O)Nc1cccc(F)c1)O2 | / | 2.6
C[C@H](CO)N1C[C@H](C)[C@@H](CN(C)C(=O)Nc2ccccc2)Oc2ccc(NS(=O)(=O)c3cccs3)cc2C1=O | 5.1 | /
CC(C)NC(=O)N(C)C[C@H]1Oc2ccc(NC(=O)CCCN(C)C)cc2C(=O)N([C@@H](C)CO)C[C@@H]1C | 1.3 | /
CCO[C@@H]1OC(C(=O)N2CCOCC2)=C[C@H](c2ccccc2)[C@H]1CCCO | / | 9.1
CO[C@@H]1CN(C)C(=O)c2ccc(NS(=O)(=O)c3cccc(F)c3)cc2OC[C@@H](C)N(Cc2cc(F)ccc2F)C[C@@H]1C | 0.2 | 47.8
O=C(C[C@H]1CC[C@H](NC(=O)CN2CCOCC2)[C@H](CO)O1)NC1CCC1 | 0.1 | -10.0
Cc1noc(C)c1NC(=O)N[C@H]1CC[C@@H](CC(=O)Nc2ccccc2)O[C@@H]1CO | 0.2 | -6.0
COc1ccc(CN(C)C[C@@H]2Oc3c(NC(=O)Nc4c(C)noc4C)cccc3C(=O)N([C@@H](C)CO)C[C@@H]2C)cc1 | 3.2 | 12.2

Sorted by molar mass (ascending): some entries from above.
SMILES | IDH1 mut inh | EZH2 inh
CCC(=O)Nc1ccc2c(c1)OC[C@H](C)N(CC1CCCCC1)C[C@@H](C)[C@H](OC)CN(C)C2=O | / | -10.4
C[C@H]1CN([C@@H](C)CO)C(=O)c2cc(NS(=O)(=O)c3cccs3)ccc2O[C@H]1CN(C)Cc1ccncc1 | 1.1 | /
COc1ccc(CN(C)C[C@@H]2Oc3c(NC(=O)Nc4c(C)noc4C)cccc3C(=O)N([C@@H](C)CO)C[C@@H]2C)cc1 | 3.2 | 12.2

Next part.
SMILES | IDH1 mut inh | EZH2 inh
COc1ccc(NC(=O)CCN2CCc3ccccc3C2)c(OC)c1 | 4.2 | /
CO[C@H]1CN(C)C(=O)c2cc(NC(=O)C3CCOCC3)ccc2OC[C@@H](C)NC[C@H]1C | 0.6 | 2.2
Cc1ccc(-c2cnc3c(c2)C(=O)N([C@H](C)CO)C[C@H](C)[C@H](CN(C)C(=O)CN(C)C)O3)cc1 | -2.8 | 7.0
COc1ccc(-c2cnc3c(c2)C(=O)N([C@@H](C)CO)C[C@H](C)[C@H](CN(C)C(=O)C2CC2)O3)cc1 | / | -10.6
CC(C)CC#Cc1ccc2c(c1)O[C@H](CN(C)C(=O)C1CCOCC1)[C@@H](C)CN([C@H](C)CO)S2(=O)=O | 0.0 | /
C[C@H]1CN([C@@H](C)CO)S(=O)(=O)c2ccc(C3=CCCC3)cc2O[C@H]1CN(C)C(=O)c1cccnc1 | 14.4 | 3.8
COc1ccc(S(=O)(=O)Nc2ccc3c(c2)C(=O)N([C@@H](C)CO)C[C@H](C)[C@@H](CN(C)Cc2ccccc2)OCCCC[C@H](C)O3)cc1 | -0.5 | /
C[C@H]1CN([C@@H](C)CO)S(=O)(=O)c2ccc(Br)cc2O[C@@H]1CN(C)Cc1cccnc1 | ? | 7.3
COc1cccc(S(=O)(=O)N(C)C[C@@H]2Oc3cc(C4=CCCCC4)ccc3S(=O)(=O)N([C@H](C)CO)C[C@@H]2C)c1 | / | 3.8
C[C@H]1CN([C@@H](C)CO)C(=O)c2c(c3ccccc3n2C)-c2ccccc2CO[C@@H]1CN(C)S(C)(=O)=O | / | 20.5
C[C@H](CO)N1C[C@H](C)[C@@H](CN(C)S(=O)(=O)c2ccccc2)Oc2ccc(NC(=O)Nc3ccc(F)cc3)cc2C1=O | 0.5 | 1.6
C[C@@H]1CN([C@H](C)CO)C(=O)c2cccc(NC(=O)Nc3ccc(C(F)(F)F)cc3)c2O[C@@H]1CN(C)C | 0.4 | /
CC(=O)N[C@@H]1C=C[C@H](CC(=O)NCc2ccc(Cl)cc2)O[C@@H]1CO | 1.7 | -1.9
Cc1[nH]c2ccccc2c1C(=O)CCC(=O)O | 0.4 | 1.2
CCC(=O)N(C)C[C@@H]1Oc2ncc(C#CCc3ccccc3)cc2C(=O)N([C@H](C)CO)C[C@@H]1C | 0.1 | /
CC(=O)Nc1ccc(NC(=O)COc2ccccc2C(=O)Nc2cccc(Cl)c2Cl)cc1 | -0.4 | 0.8
CC(C)CC#Cc1cnc2c(c1)C(=O)N([C@H](C)CO)C[C@H](C)[C@@H](CN(C)C(=O)C1CCCCC1)O2 | -0.7 | /
Cc1cc(C)cc(N2C(=O)CSC2c2cccc([N+](=O)[O-])c2)c1 (stereo not drawn) | / | 7.5
C[C@H](CO)N1C[C@H](C)[C@@H](CN(C)C)Oc2cc(-c3ccccc3F)ccc2S1(=O)=O | -1.1 | /
COc1ccc(Cn2c(-c3nonc3NC(C)=O)nc3ccccc32)cc1 | 0.3 | 8.4

The last five entries of the section before come first, to join the parts.
SMILES | IDH1 mut inh | EZH2 inh
CC(=O)Nc1ccc(NC(=O)COc2ccccc2C(=O)Nc2cccc(Cl)c2Cl)cc1 | -0.4 | 0.8
CC(C)CC#Cc1cnc2c(c1)C(=O)N([C@H](C)CO)C[C@H](C)[C@@H](CN(C)C(=O)C1CCCCC1)O2 | -0.7 | /
Cc1cc(C)cc(N2C(=O)CSC2c2cccc([N+](=O)[O-])c2)c1 (stereo not drawn) | / | 7.5
C[C@H](CO)N1C[C@H](C)[C@@H](CN(C)C)Oc2cc(-c3ccccc3F)ccc2S1(=O)=O | -1.1 | /
COc1ccc(Cn2c(-c3nonc3NC(C)=O)nc3ccccc32)cc1 | 0.3 | 8.4
COc1ccc(OC)c(N(CC(=O)Nc2ccc(I)cc2C)S(C)(=O)=O)c1 | -0.4 | 4.6
C[C@H](CO)N1C[C@H](C)[C@@H](CN(C)CC2CC2)Oc2ccc(NS(=O)(=O)c3ccccc3)cc2CC1=O | 3.7 | -9.6
Cc1ccc(S(=O)(=O)Nc2ccc3c(c2)C(=O)N([C@H](C)CO)C[C@H](C)[C@@H](CN(C)C(=O)Nc2ccccc2)O3)cc1 | / | -11.5
CC(C)N(C(=O)Cn1c(-c2ccco2)nc2ccccc21)c1ccccc1 | -0.5 | -6.1
CCN(CC(=O)Nc1ccc(C(F)(F)F)cc1)S(=O)(=O)c1ccc2ccccc2c1 | -0.1 | 46.8
CO[C@@H]1CN(C)C(=O)c2ccc(NC(=O)C3CCCC3)cc2OC[C@@H](C)NC[C@@H]1C | 0.6 | 1.9
C[C@H](CO)N1C[C@H](C)[C@H](CN(C)Cc2cncnc2)Oc2ncc(-c3cccc(C#N)c3)cc2C1=O | -6.3 | /
CCCNC(=O)Nc1ccc2c(c1)OC[C@@H](C)N(C(C)=O)C[C@@H](C)[C@@H](OC)CN(C)C2=O | 0.2 | 3.0
C[C@H]1CN([C@@H](C)CO)C(=O)Cc2cc(NS(=O)(=O)c3cccs3)ccc2O[C@H]1CN(C)Cc1ccc2c(c1)OCO2 | -0.9 | /
C[C@H](CO)N1C[C@H](C)[C@H](CN(C)C(=O)c2ccncc2)OCc2cn(nn2)CCCC1=O | / | 2.4
C[C@@H]1CN([C@H](C)CO)C(=O)c2cc(C#CCN(C)C)cnc2O[C@@H]1CN(C)Cc1cccc(C(=O)O)c1 | -0.4 | /
CN(C)Cc1cn(CC[C@H]2CC[C@@H](NS(=O)(=O)c3ccc(-c4ccccc4)cc3)[C@H](CO)O2)nn1 | -0.8 | -12.6
CN(C)c1ccc2c(c1)[C@H]1C[C@@H](CC(=O)NCc3ccc(Oc4ccccc4)cc3)O[C@@H](CO)[C@H]1O2 | -2.0 | -10.4
O=C(CN1CCOCC1)N[C@H]1CC[C@H](CCNS(=O)(=O)c2ccccc2F)O[C@@H]1CO | 0.3 | 6.3
C[C@H](CO)N1C[C@H](C)[C@@H](CN(C)C(=O)c2ccccc2F)Oc2ncc(Br)cc2C1=O | -0.2 | -3.8
CS(=O)(=O)CCC(C(=O)Nc1cccc2ncccc12)N1C(=O)c2cc(Cl)c(Cl)cc2C1=O (stereo not drawn) | -0.1 | /
CC(C)C#Cc1cnc2c(c1)C(=O)N([C@H](C)CO)C[C@@H](C)[C@@H](CN(C)C(=O)c1cnccn1)O2 | 2.0 | 2.3
C[C@H](CO)N1C[C@H](C)[C@H](CN(C)Cc2ccc(-c3ccccc3)cc2)Oc2ccc(NS(=O)(=O)c3ccc(Cl)cc3)cc2CC1=O | 1.7 | /
CC(C)CC#Cc1ccc2c(c1)O[C@@H](CN(C)C(=O)c1ccccc1F)[C@@H](C)CN([C@@H](C)CO)S2(=O)=O | -7.0 | -3.5
O=C(C[C@@H]1C=C[C@@H](NC(=O)NC2CCCCC2)[C@H](CO)O1)NCc1ccc(F)cc1 | -0.3 | 0.0
C[C@@H]1CN([C@H](C)CO)C(=O)c2ccccc2-c2ccccc2CO[C@@H]1CN(C)S(=O)(=O)c1ccc(F)cc1 | -0.6 | -8.2
C[C@@H]1CN([C@@H](C)CO)C(=O)c2cc(C#CC3(O)CCCC3)cnc2O[C@@H]1CN(C)C(=O)Nc1ccc2c(c1)OCO2 | -2.7 | -4.9
Cc1cc2c(cc1O[C@@H]1O[C@H](CO[C@@H]3OC[C@@H](O)[C@H](O)[C@H]3O)[C@@H](O)[C@H](O)[C@H]1O)C(=O)c1ccccc1C2=O | 0.1 | -6.3
COc1ccc(CN(C)C[C@H]2Oc3c(NC(=O)C4CCCCC4)cccc3C(=O)N([C@@H](C)CO)C[C@H]2C)cc1 | -6.9 | 10.8
C[C@@H]1CN([C@@H](C)CO)C(=O)c2cc(NC(=O)CCN3CCOCC3)ccc2O[C@@H]1CN(C)Cc1ccc(Cl)c(Cl)c1 | -0.9 | -11.7
COc1ccc(C(=O)Nc2ccc3c(c2)OC[C@@H](C)N(Cc2cocn2)C[C@H](C)[C@H](OC)CN(C)C3=O)cc1 | -0.2 | -6.7
C[C@@H]1CN([C@@H](C)CO)C(=O)c2cc(NC(=O)CCN3CCOCC3)ccc2O[C@H]1CN(C)C(=O)Nc1ccccc1 | 1.4 | /
CC(C)=CCc1c(O)c(CC=C(C)C)c2c(c1O)C(=O)CC(c1ccccc1)O2 (stereo not drawn) | 2.0 | /
C[C@H]1CCCCO[C@H](CN(C)S(=O)(=O)c2ccc(F)cc2)[C@@H](C)CN([C@@H](C)CO)C(=O)c2cc(NC(=O)Nc3ccc(C(F)(F)F)cc3)ccc2O1 | 0.5 | /
CO[C@H]1CN(C)C(=O)c2cc(NC(=O)c3ccc4c(c3)OCO4)ccc2OC[C@@H](C)NC[C@@H]1C | 0.3 | 5.8
